# Rab9 promoter act: qHTS Assay for Rab9 Promoter Activators. Huh7 Rab9 promoter-luciferase reporter, luminescence, 24 h. Potency, µM (doses to about 9.22 µM), for inactives: at the top dose activation, negative = inhibition, actives largely listed as activators. 320,000 tested, 2.8% active; further: potency means the concentration at half of the fitted maximal effect; % of control where 0% means no effect; nearly all actives have a fitted effect of over 60% in size
#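 Luminescence read-out: Huh7 cells stably expressing Rab9-luciferase, treated 24 h with compound at 37 °C, then lysed with luciferase reagent for 10 min at ambient before reading.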
# PKM2 activator: qHTS Assay for Activators of Human Muscle isoform 2 Pyruvate Kinase | Pyruvate kinase PKM (Homo sapiens), P14618 | AID 1631, 2009 | 260,000 tested, 0.34% active | purified PKM2, Kinase-Glo ATP luminescence, activation; response scale: 0% is enzyme alone, no compound | Potency, µM (highest dose often 57.5 µM), for inactives: at the top dose activation, actives largely listed as activators; further: potency means the concentration at half of the fitted maximal effect; on the % scale 0 is the no-effect control and ±100 the full control effect; nearly all actives have a fitted effect of over 55% in size
#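 Kinase-Glo luminescence reports ATP generated from ADP (0.1 mM) and PEP (0.5 mM) by purified hPK-M2 after 1 h at room temperature, pH 7.2 imidazole buffer; intermediate enzyme activity allows detecting inhibitors and activators.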
# p53 reactivation: qHTS assay for re-activators of p53 using a Luc reporter; H1299 p53-A138V BP100-luciferase reporter, luminescence, 24 h; Potency, µM (highest dose often 92.2 µM), inactives show at the highest dose activity change, positive = activation, most hits filed as activators; 320,000 tested, 0.063% active; further: potency means the concentration at half of the fitted maximal effect; % of control where 0% means no effect; nearly all actives have a fitted effect of over 45% in size
#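 p53-null H1299 cells stably carrying temperature-sensitive p53-A138V and a BP100-luciferase reporter were pinned with compounds (4-point, 1:5 series) and held 24 hrs at 37 deg C. Luminescence was read 10 min after detection reagent.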
# FLuc counter: qHTS profiling assay for firefly luciferase inhibitor/activator using purifed enzyme and Km concentrations of substrates (counterscreen for miR-21 project). Potency, µM (doses to about 57.5 µM), for the others: top-dose activity change, negative = inhibition, actives largely listed as inhibitors. purified FLuc, Km substrates, luminescence inhibition. 360,000 tested, 6.9% active;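 further: potency means the concentration at half of the fitted maximal effect; plate controls were vehicle for no effect and reference inhibitor for full effect; nearly all actives have a fitted effect of over 55% in size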
#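 Purified P. pyralis luciferase (10nM final) with 10uM D-luciferin and 10uM ATP (Km levels) in 50mM Tris acetate pH 7.5, 10mM Mg acetate, 0.01% Tween-20, 0.05% BSA; qHTS 6-point titration, ~60 µM downward; luminescence read.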
# BRCA1 expr act: qHTS Assay to Identify Small Molecule Activators of BRCA1 Expression; MCF7-BRCA1-FFLuc reporter, luminescence, 48 h; response scale: scaled: vehicle 0%, 10 µM genistein 100%; 380,000 tested, 1.1% active; Potency, µM (top dose mostly 46.1 µM), without a hit: at the highest dose activation, actives largely listed as activators; further: potency means the concentration at half of the fitted maximal effect; nearly all actives have a fitted effect of over 80% in size; some results filed as inactive show a strong effect at the top dose
#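 MCF7-BRCA1-FFLuc, 2000 cells/well; 2 h attach, 37 °C/5% CO2; compound 48 h; luciferase substrate 15 min; luminescence end-point. Norm. to genistein 10 microM max activation and DMSO; concentration-response curves fitted.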
# ELG1 genotoxic: qHTS screen for small molecules that induce genotoxicity in human embryonic kidney (HEK293T) cells expressing luciferase-tagged ELG1; 330,000 tested, 1.3% active; HEK293T ELG1-luciferase reporter, luminescence, 16 h; Potency, µM (top dose mostly 46 µM), without a hit: at the highest dose activity change, positive = activation, hits mostly activators; AID 504466, 2011; further: potency means the concentration at half of the fitted maximal effect; % of control where 0% means no effect; nearly all actives have a fitted effect of over 60% in size
#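 HEK293T cells expressing luciferase-tagged ELG1 were treated with compound or DMSO for 16 hr at 37°C. Luciferase activity was then read after 30 min with ONE-Glo at room temperature; rising signal flags genetic stress.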
# VP16 counter: VP16 counterscreen qHTS for inhibitors of ROR gamma transcriptional activity. Drosophila S2 Gal4-VP16 UAS-luciferase, luminescence, 20 h. Potency, µM (titrated, usually from 53.6 µM), without a hit: top-dose activity, negative = inhibition, hits mostly inhibitors. 310,000 tested, 3.5% active;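 further: Gal4-VP16 expression switched on by copper sulfate through the metallothionein promoter; potency means the concentration at half of the fitted maximal effect; on the % scale 0 is the no-effect control and ±100 the full control effect; nearly all actives have a fitted effect of over 50% in size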
# Giardia kill: Small Molecules that selectively kill Giardia lamblia: qHTS; Giardia lamblia trophozoite viability; activity change, % at 7.66 µM, hits read low; 340,000 tested, 0.15% active; AID 540267, 2011; in the data active means activity change below about -80%; inconclusive means between about -30% and that limit;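 further: parasites exposed to compound for two days anaerobically before the ATP read; on the % scale 0 is the no-effect control and ±100 the full control effect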
#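 Luminescent ATP signal served as the viability read-out, measured 15-30 min after adding ATP detection reagent to trophozoites that had been incubated with compounds for 48 hrs at 37 deg C anaerobically at 100 cells/well.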
# RORg inh: qHTS for inhibitors of ROR gamma transcriptional activity; Drosophila S2 Gal4-RORgamma UAS-luciferase reporter, 20 h; Potency, µM (highest dose often 53.6 µM), inactives show at the top dose activity change, negative = inhibition, usual class: inhibitors; 310,000 tested, 5.4% active; further: potency means the concentration at half of the fitted maximal effect; on the % scale 0 is the no-effect control and ±100 the full control effect; nearly all actives have a fitted effect of over 60% in size
# Target sequence (P51450 whole entry, looked up, the tested form may be a part): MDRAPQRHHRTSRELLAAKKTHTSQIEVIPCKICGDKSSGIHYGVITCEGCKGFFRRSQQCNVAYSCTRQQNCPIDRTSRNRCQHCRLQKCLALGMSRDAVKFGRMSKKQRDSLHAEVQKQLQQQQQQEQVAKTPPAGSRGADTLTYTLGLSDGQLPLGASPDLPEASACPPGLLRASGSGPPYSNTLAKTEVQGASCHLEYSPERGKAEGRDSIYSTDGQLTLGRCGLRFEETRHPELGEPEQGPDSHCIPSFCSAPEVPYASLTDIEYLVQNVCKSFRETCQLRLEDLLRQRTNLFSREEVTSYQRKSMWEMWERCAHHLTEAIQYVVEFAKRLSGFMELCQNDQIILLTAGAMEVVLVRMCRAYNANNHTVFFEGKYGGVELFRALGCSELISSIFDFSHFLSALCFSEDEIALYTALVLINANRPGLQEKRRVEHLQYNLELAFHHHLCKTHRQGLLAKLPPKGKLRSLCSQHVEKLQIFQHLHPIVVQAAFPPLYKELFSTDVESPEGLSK
#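 Drosophila S2 cells stably expressing Gal4-DBD/mouse RORγ fusion under metallothionein promoter plus UAS-luciferase; compound 1 h, then 700 uM CuSO4 induction for 20 h at ambient temperature; inhibition read as reduced luminescence.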
# NPC1 promoter act: qHTS Assay for NPC1 Promoter Activators; AID 485313, 2010; Potency, µM (highest dose often 9.22 µM), without a hit: top-dose activation, most hits filed as activators; Huh7 NPC1 promoter luciferase reporter, 24 h; 320,000 tested, 2.4% active;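 further: potency means the concentration at half of the fitted maximal effect; % of control where 0% means no effect; nearly all actives have a fitted effect of over 60% in size; reporter is driven by a mutant NPC1 promoter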
#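 Quantitative HTS used a cell-based reporter: Huh7 cells stably bearing the NPC1 promoter upstream of luciferase were treated with compounds for 24 h, and promoter activation was read as luminescence.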
# Menin MLL FP TR: qHTS Assay for Inhibitors Targeting the Menin-MLL Interaction in MLL Related Leukemias: Competition With Texas Red Labeled MLL-derived Mutant Peptide; O00255; Menin + Texas Red MLL mutant peptide, fluorescence polarization; Potency, µM (titrated, usually from 61.6 µM), inactives show at the highest dose FP activity change, negative = inhibition, hits mostly inhibitors; 270,000 tested, 0.23% active; AID 1768, 2009; active means well fitted inhibition curve with a large enough effect in the polarisation, with a control signal flat, not every such curve was filed as active; inconclusive means small, poorly fitted or top-dose-only effect, or effect the other way, or a change in a side signal; inactive means no such curve, though single readings can be large or run the other way; the % refers to the polarisation; further: potency means the concentration at half of the fitted maximal effect; % of control where 0% means no effect; many of its hits are not listed in these tables
# Target sequence (O00255 whole entry, looked up): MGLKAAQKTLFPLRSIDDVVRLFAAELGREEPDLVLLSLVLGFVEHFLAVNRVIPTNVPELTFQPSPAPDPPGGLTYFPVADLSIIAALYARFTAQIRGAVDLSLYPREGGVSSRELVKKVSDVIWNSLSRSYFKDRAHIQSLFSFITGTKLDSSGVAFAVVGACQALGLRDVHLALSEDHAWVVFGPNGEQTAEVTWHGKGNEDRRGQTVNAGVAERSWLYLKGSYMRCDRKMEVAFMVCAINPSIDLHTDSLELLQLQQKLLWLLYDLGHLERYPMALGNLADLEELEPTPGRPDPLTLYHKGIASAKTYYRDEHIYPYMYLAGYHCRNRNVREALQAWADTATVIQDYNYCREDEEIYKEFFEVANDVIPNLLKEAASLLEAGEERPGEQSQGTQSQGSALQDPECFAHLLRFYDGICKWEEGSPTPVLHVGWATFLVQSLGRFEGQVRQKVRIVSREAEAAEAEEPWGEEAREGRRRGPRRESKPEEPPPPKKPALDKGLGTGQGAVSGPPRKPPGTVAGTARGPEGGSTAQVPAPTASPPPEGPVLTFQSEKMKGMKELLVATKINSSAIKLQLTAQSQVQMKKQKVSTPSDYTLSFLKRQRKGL
# Active calls of the source: *; ? = inconclusive; · = not tested or not shown; [ ] = remark or other dose. Unless noted, the call rests on the fitted dose curve; in most records, active means well fitted curve in the direction sought with a large enough effect; inconclusive means small, poorly fitted or top-dose-only effect, or another doubt; inactive means no such curve, though single readings can be large; an effect the other way counts as inactive or inconclusive. Not all compounds are listed. The share of hits here may be higher or lower than overall.
entry	compound	Rab9 promoter act	PKM2 activator	p53 reactivation	FLuc counter	BRCA1 expr act	ELG1 genotoxic
1	CCCCCCCCCCCCN1C/C(=C\C(=O)OCC)c2cc(C(F)(F)F)ccc2S1(=O)=O	-5%	-2%	·	4%	4%	0%
2	Cc1ccc(C(=O)C2=C(O)C(=O)N(c3ncccn3)C2c2ccccc2F)o1 (configuration not stated)	-9%	·	2%	3%	1%	-4%
3	Cc1cccc(N(Cc2cc(=O)[nH]c3ccccc23)C(=O)CCl)c1	-43%[inhibitor]	·	-15%	-1%	-82%[inhibitor]	-11%
4	COC(=O)Cc1nnc(Nc2cccc(C)c2)c2ccccc12	-2%	-4%	-1%	?	-7%	5%
5	CN1C(=CC=C2C=C(I)C(=O)C(I)=C2)C(C)(C)c2ccccc21	-20%	-24%	-4%	21µM*	-19%	-5%
6	CSc1nnc(-c2sc3cc(C(F)(F)F)cnc3c2-c2ccccn2)n1C	-2%	-13%	-5%	-1%	-22%	-8%
7	Cc1ccc(C)c2[nH]c(=O)c(C(c3nnnn3Cc3ccco3)N3CCc4ccccc4C3)cc12 (configuration not stated)	3%	?	4%	2%	-49%	-11%
8	CCCS(=O)(=O)N1CCN(c2cc3c(cc2[N+](=O)[O-])n(C)c(=O)n3C)CC1	0%	-4%	9%	1%	-66%	-10%
9	CN1CCN(C(=O)CCCOc2cc(=O)n(C)c3ccccc23)CC1	-18%	0%	-3%	2%	-8%	?
10	COCCn1c(C)cc(/C=C2/NC(=O)N(c3ccc(Cl)cc3)C2=O)c1C	-2%	-2%	1%	-1%	1%	9%
11	COCCNC(=O)CSc1nnc(CCCN2C(=O)c3cccc4cccc(c34)C2=O)n1-c1ccccc1	-2%	6%	-1%	-3%	-1%	2%
12	CCCCn1c(N)c(N(CC(C)C)C(=O)CN2C(=O)C3CCCCC3C2=O)c(=O)[nH]c1=O (configuration not stated)	-1%	·	7%	2%	0%	2%

entry	VP16 counter	Giardia kill	RORg inh	NPC1 promoter act	Menin MLL FP TR
1	-4%	8	-28%	-3%	-7%
2	6%	-14	-3%	-4%	·
3	?	5	18µM*	-15%	?
4	-11%	6	9%	1%	·
5	-24%	-8	?	-3%	·
6	5%	6	-2%	5%	-12%
7	-24%	-16	-32%	-4%	8%
8	1%	-16	6%	-4%	-8%
9	-2%	31[activator]	?	0%	·
10	-9%	0	?	9%	16%
11	-6%	8	2%	-3%	-12%
12	·	16	·	4%	·

# Continued:
entry	compound	Rab9 promoter act	PKM2 activator	p53 reactivation	FLuc counter	BRCA1 expr act	ELG1 genotoxic
13	O=C(Nc1cccc(OC(F)(F)F)c1)c1ccc(Br)o1	0%	-3%	-7%	?	-11%	-4%
14	O=C1NC(=Nc2ccccc2)CS1	-1%	-14%	4%	-1%	9%	-2%
15	CC(=O)Nc1ccc(S(=O)(=O)N2CCN(C(=O)N3CCCC3)CC2)cc1	-6%	·	-2%	0%	2%	-2%
16	COc1ccc(N(C(=O)c2ccccc2C)S(=O)(=O)c2cccs2)cc1	-18%	6%	1%	9%	-72%	?
17	c1ccc(N2CCN(c3ncnc4c3oc3ccccc34)CC2)cc1	-1%	2%	10%	-10%	-43%	-23%
18	Cn1c(=O)oc2cc(S(=O)(=O)N3CCC(C(=O)NCc4cccs4)CC3)ccc21	2%	2%	1%	4%	-4%	0%
19	O=C(c1ccco1)n1nc(-c2ccccc2)nc1SCc1ccccc1	?	-3%	18%	?	2.8µM*	?
20	Nc1nnnn1/N=C/c1ccccc1OCc1ccc(Cl)cc1Cl	1%	0%	0%	2%	-42%	5%
21	CCOc1cc(C#N)ccc1OCC(=O)N1CCc2ccccc2C1	4%	-4%	·	4%	-1%	0%
22	CCOc1cc(CN2CCCC(N3CCc4ccccc4C3)C2)ccc1O (configuration not stated)	10%	2%	8%	-15%	-13%	-1%
23	O=C(O)/C=C/c1cccc(B(O)O)c1	·	-4%	·	·	-6%	·
24	C=CCc1c(C)nc(SCC(N)=O)[nH]c1=O	3%	-2%	4%	-1%	3%	-3%

entry	VP16 counter	Giardia kill	RORg inh	NPC1 promoter act	Menin MLL FP TR
13	?	-11	?	7%	21%
14	?	5	32%	-4%	·
15	-11%	-7	13%	1%	7%
16	-7%	-26	-5%	-9%	10%
17	-7%	6	0%	3%	?
18	-4%	-7	3%	1%	4%
19	17%	-14	20%	?	-3%
20	?	0	?	-4%	-4%
21	5%	9	6%	-4%	-9%
22	0%	11	-17%	7%	-15%
23	-1%	-2	-7%	·	6%
24	-1%	-19	-8%	0%	-1%

# Other results:
entry	compound	Rab9 promoter act	PKM2 activator	p53 reactivation	FLuc counter	BRCA1 expr act	ELG1 genotoxic
25	Cc1nnc(SCC(=O)N2CCC(C(=O)Nc3nccs3)CC2)n1Cc1ccccc1	-5%	-28%	-14%	0%	6%	-2%
26	CN(C)c1ccc(C2C=C(c3ccc(Cl)cc3OC(F)F)Nc3ncnn32)cc1 (configuration not stated)	-12%	13%	-13%	-18%	-79%	-5%
27	O=C(NCc1ccncc1)C(=O)NCC(c1ccccc1)c1ccccc1	7%	-17%	30%	1%	·	-4%
28	COc1ccc(C(C(=O)NC2CCCCC2)N(C(=O)c2snc(C(N)=O)c2N)c2ccc(OC)cc2OC)cc1 (configuration not stated)	0%	1%	-2%	1%	-40%	-2%
29	COc1ccc(-c2cc(C(=O)Nc3ccc(C)cc3)no2)cc1	·	-2%	·	0%	11%	·
30	COc1ccc(S(=O)(=O)N2CCCC2)c2ccccc12	3%	1%	-5%	-4%	-38%	1%
31	CCCCCC1CC(/C(C)=N/NC(N)=O)OC1=O (configuration not stated)	10%	-8%	-2%	2%	4%	-1%
32	Cc1ccc2c(c1)cc(CN(Cc1ccco1)C(=O)COc1ccccc1)c1nnnn12	10%	-3%	1%	-1%	-65%	-16%
33	CCC(C)Nc1nc(OCC(F)(F)F)nc(OCC(F)(F)F)n1 (configuration not stated)	9%	-4%	-14%	0%	-4%	1%
34	CCCCCC(=O)NNC(=O)Cc1ccc([N+](=O)[O-])cc1	-7%	-2%	-4%	-2%	2%	-1%
35	Cc1cc2nc(N3CCN(C(=O)c4cccs4)CC3)sc2cc1C	2.8µM*	·	21%	?	?	10%
36	COc1ccc(-c2onc(C)c2C)cc1S(=O)(=O)NCCc1ccco1	0%	·	-10%	4%	-36%	-6%

entry	VP16 counter	Giardia kill	RORg inh	NPC1 promoter act	Menin MLL FP TR
25	0%	-8	4%	1%	10%
26	-2%	23	?	-3%	23%
27	7%	·	?	-1%	-18%
28	8%	-10	?	0%	-1%
29	-7%	8	-7%	·	1%
30	1%	22	-1%	-7%	0%
31	-4%	-2	-1%	-1%	0%
32	-8%	10	?	7%	-10%
33	-4%	-2	2%	-5%	?
34	-12%	-16	18%	-2%	-10%
35	·	22	·	4µM*	·
36	17%	14	-2%	-16%	·

# Five entries picked at random from those above, as already listed:
entry	compound	Rab9 promoter act	PKM2 activator	p53 reactivation	FLuc counter	BRCA1 expr act	ELG1 genotoxic
26	CN(C)c1ccc(C2C=C(c3ccc(Cl)cc3OC(F)F)Nc3ncnn32)cc1 (configuration not stated)	-12%	13%	-13%	-18%	-79%	-5%
33	CCC(C)Nc1nc(OCC(F)(F)F)nc(OCC(F)(F)F)n1 (configuration not stated)	9%	-4%	-14%	0%	-4%	1%
27	O=C(NCc1ccncc1)C(=O)NCC(c1ccccc1)c1ccccc1	7%	-17%	30%	1%	·	-4%
34	CCCCCC(=O)NNC(=O)Cc1ccc([N+](=O)[O-])cc1	-7%	-2%	-4%	-2%	2%	-1%
31	CCCCCC1CC(/C(C)=N/NC(N)=O)OC1=O (configuration not stated)	10%	-8%	-2%	2%	4%	-1%

entry	VP16 counter	Giardia kill	RORg inh	NPC1 promoter act	Menin MLL FP TR
26	-2%	23	?	-3%	23%
33	-4%	-2	2%	-5%	?
27	7%	·	?	-1%	-18%
34	-12%	-16	18%	-2%	-10%
31	-4%	-2	-1%	-1%	0%

# Assay outcomes from PubChem BioAssay.
